Source: PubChem
PrPC TRFRET: reduces human prion protein on the cell surface; cell surface PrPC, TR-FRET read-out; inhibition, % at 13.8 µM; P04156; AID 720596; hit rate 0.43% among 370,000; in the data active means inhibition above about 24%; further: 0% = median of the test wells and 100% = reference compound wells
FBA Mtb inh: inhibitors of M. tuberculosis fructose-bisphosphate aldolase | purified M. tuberculosis FBA, fluorescence read-out | inhibition, % at 1 µM | hit rate 2.3% among 360,000; in the data active means inhibition above about 27%;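 further: 0% = vehicle and 100% = reference inhibitor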
Target sequence (P9WQA3 whole entry, looked up): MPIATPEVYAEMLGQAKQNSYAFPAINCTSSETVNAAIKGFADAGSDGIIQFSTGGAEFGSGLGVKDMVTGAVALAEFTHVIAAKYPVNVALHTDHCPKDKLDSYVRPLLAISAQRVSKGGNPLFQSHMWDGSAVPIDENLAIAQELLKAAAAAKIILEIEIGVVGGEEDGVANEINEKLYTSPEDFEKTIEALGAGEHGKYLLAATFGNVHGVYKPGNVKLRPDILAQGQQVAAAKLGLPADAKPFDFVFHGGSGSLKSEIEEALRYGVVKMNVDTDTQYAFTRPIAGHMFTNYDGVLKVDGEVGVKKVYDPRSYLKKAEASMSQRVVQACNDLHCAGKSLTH
CCHFV vOTU inh: blocks the CCHF virus ovarian tumor domain protease. CCHFV vOTU protease, Pep-AMC fluorescence. inhibition, % at 11.5 µM. hit rate 0.55% among 370,000; further: 0% = vehicle wells with enzyme and 100% = no enzyme wells
Mtb UGM inh: inhibitors of M. tuberculosis UDP-galactopyranose mutase. P9WIQ1. purified UGM, fluorescence polarization probe displacement. inhibition, % at 10 µM. hit rate 0.06% among 320,000. AID 504406; in the data active means inhibition above about 10%, passing the limit was not always enough; inconclusive means no clear call, values can overlap the other calls
Target sequence (P9WIQ1 whole entry, looked up): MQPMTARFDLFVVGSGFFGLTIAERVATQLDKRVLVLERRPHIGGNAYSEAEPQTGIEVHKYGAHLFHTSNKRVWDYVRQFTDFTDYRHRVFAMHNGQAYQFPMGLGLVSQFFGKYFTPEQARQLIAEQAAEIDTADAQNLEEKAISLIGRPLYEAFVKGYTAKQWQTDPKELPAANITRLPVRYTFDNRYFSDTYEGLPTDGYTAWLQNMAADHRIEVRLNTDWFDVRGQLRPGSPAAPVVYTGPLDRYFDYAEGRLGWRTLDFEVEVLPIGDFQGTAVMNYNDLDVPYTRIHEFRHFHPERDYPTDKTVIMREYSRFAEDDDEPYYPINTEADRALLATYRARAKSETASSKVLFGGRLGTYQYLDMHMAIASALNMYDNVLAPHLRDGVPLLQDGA
FadD28 FP inh: blocks FadD28 binding to the bisubstrate probe | inhibition, % at 12.5 µM | fluorescence polarization | AID 588549 | hit rate 0.22% among 360,000; in the data active means inhibition above about 8.5%, passing the limit was not always enough; inconclusive means no clear call, values can overlap the other calls
GDH-TPI counter: GDH-TPI coupled enzyme inhibition counter-screen | GDH-TPI coupled enzyme counterscreen, NADH absorbance | AID 588335 | hit rate 1.2% among 360,000 | inhibition, % at 4.8 µM;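 further: 0% = DMSO wells and 100% = wells lacking the enzyme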
BoNT-F LC inh: BoNT F light chain protease inhibition; Multiplex microsphere protease cleavage assay, flow cytometry; inhibition, % at 10 µM; hit rate 0.22% among 360,000; in the data active means inhibition above about 35%, passing the limit was not always enough; inconclusive means no clear call, values can overlap the other calls; further: plate controls were buffer without enzyme for full effect and enzyme alone for no effect
BoNT A protease: inhibitors of Botulinum neurotoxin A light chain protease | inhibition, % at 10 µM | AID 588499 | multiplex microsphere protease substrate cleavage, flow cytometry | hit rate 0.17% among 360,000; in the data active means inhibition above about 30%; inconclusive means no clear call, values can overlap the other calls; further: plate controls were buffer without enzyme for full effect and enzyme alone for no effect
Mtb BioA inh: inhibitors of Mycobacterium tuberculosis BioA enzyme; hit rate 0.096% among 360,000; inhibition, % at 9.99 µM; AID 602481; purified M. tuberculosis BioA enzyme, plate reader; in the data active means inhibition above about 40%; inconclusive means no clear call, values can overlap the other calls
Active calls of the source: *; ? = inconclusive; / = no result given; & = joins results of further samples; ! = repeats disagree. Unless noted, no stated cut-off is given here; in the data, active means inhibition above about 30%; inactive means the rest.

SMILES,PrPC TRFRET,FBA Mtb inh,CCHFV vOTU inh,Mtb UGM inh,FadD28 FP inh,GDH-TPI counter,BoNT-F LC inh,BoNT A protease,Mtb BioA inh
COc1ccc(CNC(=O)c2cc(-c3cccs3)on2)cc1,-3,2,2,/,-0.7,11,4,1.9,-1.4
O=S(=O)(c1ccc(NC(=S)NCCc2ccccc2)cc1)N1CCOCC1,7,0,13,2.4,-2.6,-5,-2,0.6,0.4
Cc1cc(C)nc(N/N=C/c2c[nH]c3ccccc23)n1,-1,1,4,1.2,0.9,17,3,1.1,/
O=C(CSc1ccccc1C(=O)O)NCc1ccco1,-1,1,3,-1.1,-1.9,2,-7,-0.1,-4.1
CCOC(=O)C(Cc1ccccc1)(Cc1ccccc1)C(C)=O,0,2,-3,0.1,/,-5,-4,-1.0,-0.5
CS(=O)(=O)Nc1ccc(C2=NN(S(=O)(=O)c3ccc(F)cc3)C(c3ccco3)C2)cc1 (configuration not stated),-2,-7,5,-0.6,-4.1,5,6,-0.5,/
Cc1sc2c(c1C)C(=O)/C(=C\Nc1ccncc1)S(=O)(=O)N2C,1,-1,-7,0.5,-1.0,4,?,0.0,-0.5
COc1ccc(NC(=O)CSCC(=O)Nc2ccc(S(=O)(=O)N3CCOCC3)cc2)cc1,2,4,-3,-0.1,-1.1,11,6,0.3,-2.5
Cc1ccc(CNC(=O)[C@@H](NC(=O)C2CCN(C(=O)[C@@H](N)CC(C)C)CC2)C(C)C)cc1,1,-1,-3,4.6,-1.8,-6,-4,0.5,-0.1
COc1ccc(-c2nc(N)n(C(=O)c3ccccc3Cl)n2)cc1,-3,-2,23,-2.5,-2.2,6,-1,-0.3,0.9
COc1cccc(-c2oc3c(c2C(=O)OCCN2CCCCC2)C(O)CCC3)c1 (configuration not stated),1,/,-2,/,/,/,5,0.5,/
CC[C@H](C)[C@@H](C(=O)N1CCNCC1)n1cc([C@@H](N)CC(C)C)nn1,7,2,7,-1.9,-0.1,6,6,-0.1,-1.0
COc1ccc(COC(=O)c2cccc(S(=O)(=O)N3CCN(C(C)=O)CC3)c2)cc1,-1,-1,-8,3.1,-1.3,8,8,4.9,0.6
CCCCN=C[C@]12CCC(O)CC1(O)CCC1[C@@H]2CC[C@]2(C)[C@H](C3C=CC(=O)O3)CCC12O (some centres not stated),5,-2,3,-0.5,-1.8,-3,6,0.7,-0.5
CCc1c(O)nc(SCC(=O)Nc2ccccc2)n(C(C)CC)c1=O (configuration not stated),4,-1,-1,-0.2,0.2,4,1,-0.1,-1.5
CCOc1ccc(CN2CCN(C(=O)c3cccc4ccccc34)CC2)cc1,-7,-3,17,-2.7,1.4,8,?,1.2,1.1
CSCc1c(C(=O)Nc2ccc(N3CCOCC3)cc2)oc2ccccc12,9,4,15,/,-3.1,3,-9,-0.4,31
Cc1nc(C)n(CC(O)COc2ccc3cc(Br)ccc3c2)n1 (configuration not stated),10,3,-7,-3.1,-1.2,11,6,-0.9,0.1
COC(=O)c1cc2c(s1)=NC=NP=2(N1CCOCC1)N1CCOCC1,-3&0,1&6,-4&-10,2.7,-1.7&-0.3,31*!,-10&-2,0.0&0.1,-2.0
COc1ccc(C(O)c2ncc(-c3ccccc3F)[nH]2)cc1 (configuration not stated),-5,4,4,/,0.7,12,-7,-0.1,1.6
CN(CC(=O)Nc1ccc(N2CCOCC2)cc1)C(=O)c1cc(S(=O)(=O)N(C)C)ccc1Cl,1,2,1,-3.4,-0.6,8,-1,-0.5,-1.3
COc1ccccc1OCCCn1c(C)c(C#N)c2ccccc21,-2,0,0,-2.6,-4.8,5,26,2.0,0.4
COc1ccc(Br)c(/C=N/NC(=O)COc2ccc(-c3ccccc3)cc2)c1,0,0,13,0.1,0.7,14,-23,-1.1,0.7
COc1ccc(CN(C)CC(=O)Nc2ccccc2C(=O)NC2CC2)cc1F,-2,-4,-3,-1.6,-1.2,1,-10,0.4,0.2
COC(=O)N/N=C/c1cc(C)n(-c2ccccc2)c1C,9,-2,4,-4.1,-1.6,10,-4,-0.6,/

Random excerpt: 4 entries already listed.
SMILES,PrPC TRFRET,FBA Mtb inh,CCHFV vOTU inh,Mtb UGM inh,FadD28 FP inh,GDH-TPI counter,BoNT-F LC inh,BoNT A protease,Mtb BioA inh
Cc1nc(C)n(CC(O)COc2ccc3cc(Br)ccc3c2)n1 (configuration not stated),10,3,-7,-3.1,-1.2,11,6,-0.9,0.1
COC(=O)N/N=C/c1cc(C)n(-c2ccccc2)c1C,9,-2,4,-4.1,-1.6,10,-4,-0.6,/
Cc1sc2c(c1C)C(=O)/C(=C\Nc1ccncc1)S(=O)(=O)N2C,1,-1,-7,0.5,-1.0,4,?,0.0,-0.5
COc1ccc(C(O)c2ncc(-c3ccccc3F)[nH]2)cc1 (configuration not stated),-5,4,4,/,0.7,12,-7,-0.1,1.6

(continued)
SMILES,PrPC TRFRET,FBA Mtb inh,CCHFV vOTU inh,Mtb UGM inh,FadD28 FP inh,GDH-TPI counter,BoNT-F LC inh,BoNT A protease,Mtb BioA inh
COc1cc(O)c2c(=O)cc(-c3ccccc3)oc2c1,4,1,-5,-0.7,-2.5,7,-8,-0.4,0.2
Cc1ccc(C)n1-c1nc(=S)[nH][nH]1,-1,1,-8,1.3,0.6,6,-1,-0.8,-0.8
COc1ccc(C(=O)N/N=C/c2ccc(SC)cc2)cc1,-5,-1,1,-1.9,0.1,46*,-4,-0.1,/
N#CCC(=O)Nc1ccc(C(=O)NCC(c2ccco2)N2CCCCC2)cc1 (configuration not stated),-1,4,0,0.0,-4.2,6,-6,-1.2,/
CCOC(=O)C1Cc2c([nH]c3ccccc23)CN1 (configuration not stated),2,7,2,0.6,0.6,1,10,0.5,/
Cc1cc(C)cc(NC(=O)C2CCN(C(=O)c3cccs3)CC2)c1,-2,1,-12,-0.9,-6.3,4,-4,0.2,2.7
CCc1nc(SCC(=O)N2CCc3cc(OC)c(OC)cc3C2)c(C#N)cc1C,7,8,0,4.5,-4.1,-8,3,-0.4,-0.2
O=C(COC(=O)c1cc(S(=O)(=O)N2CCOCC2)cs1)c1ccccc1,-4,-1,-5,0.8,0.9,5,5,3.7,-6.9
COc1ccccc1OCc1ccc(C(=O)Nc2ccc(Cl)cn2)o1,2,-2,-3,3.6,1.0,0,1,-0.2,/
COc1cc(NS(=O)(=O)c2ccc3ccccc3c2)c2ncccc2c1,15,17,3,-1.4,-2.9,6,0,-1.7,-1.2
Cc1cc(C)nc(SCc2ccc(C(=O)O)o2)n1,2,2,10,2.9,-0.6,-2,10,0.0,2.8
CCCCn1c(SCC(=O)c2ccc(O)c(O)c2)nc2ccsc2c1=O,/,-1,/,3.2,-7.2,17,-1,-1.0,/
CN1CN(c2cccc([N+](=O)[O-])c2)CN=C1N[N+](=O)[O-],-13,2,-6,-0.1,-1.2,2,-11,-1.7,/
COc1ccc(Cc2nc3ccccc3c(=O)n2N)cc1OC,9,-2,-2,0.1,-4.3,3,8,0.1,/
S=C(NCC1CCCO1)NC1CCCCC1 (configuration not stated),5,-1,-2,-3.7,0.7,-3,-5,0.7,/
Cc1cccc(-c2c(O)cc(=O)[nH]c2Cl)c1,2,2,-7,0.8,-2.1,-1,2,0.3,-1.3
Cc1ccc(N(CC(=O)NCc2ccc(Cl)cc2)S(C)(=O)=O)cc1,-4,5,-5,2.0,-0.7,7,19,0.7,-1.4
Cc1ccc(C)c(S(=O)(=O)N2CCCOC2CNC(=O)C(=O)NC2CCCC2)c1 (configuration not stated),5,-2,-6,-0.7,-2.1,-1,-8,0.1,0.9
CCCc1nnc(NC(=O)CCC(=O)N2CCN(CCn3c(C)ccc3C)CC2)s1,1,-3,4,-0.2,-0.3,2,-4,0.7,-0.5
COc1cc(OC)c(NC(=O)c2ccoc2C)cc1Cl,-6,1,-2,1.1,-0.9,7,-12,-0.6,-1.1
C#CCN(C[C@@H]1[C@@H](OC(=O)NC2CC2)[C@@H](OC(=O)NC2CC2)CN(C(=O)OC(C)C)N1C(=O)OC(C)C)S(=O)(=O)c1ccc(C)cc1,-3,-2,9,/,-2.4,3,0,-0.6,1.2
O=C(NC(=S)NCc1ccco1)c1ccccc1,-3,4,16,-0.1,1.0,15,2,0.2,/
O=C(NCC1CCCO1)c1cc2cc(F)ccc2[nH]1 (configuration not stated),4,18,-8,-0.2,-1.5,-5,16,0.4,0.8
O=C(NC(c1ccc(F)cc1)c1ccc2ccccc2n1)C1CCN(CCOc2ccc(F)cc2)CC1 (configuration not stated),-7,-2,32*,/,-5.2,-1,-15,-0.1,-1.2
Cc1cc(/C=N/n2cnnc2)c(C)n1-c1ccc(Cl)cc1Cl,2,-3,7,-1.3,-4.1,-2,-8,-0.4,4.8

Remaining list, next part:
SMILES,PrPC TRFRET,FBA Mtb inh,CCHFV vOTU inh,Mtb UGM inh,FadD28 FP inh,GDH-TPI counter,BoNT-F LC inh,BoNT A protease,Mtb BioA inh
Cc1c(NC(=O)COC(=O)c2ccc[nH]c2=O)c(=O)n(-c2ccccc2)n1C,6,-2,4,-0.4,-4.3,6,2,0.0,-1.3
CC(C)C(NC(=O)c1c(F)cccc1F)C(=O)NC1CC(C)(C)NC(C)(C)C1 (configuration not stated),-3,-1,12,4.2,/,-2,3,-0.6,-1.1
Cc1ccc(C)c(NC(=O)C2CCC(C)(C(=O)O)C2(C)C)c1 (configuration not stated),-2,3,-5,-1.1,0.8,10,-6,-3.5,1.3
CCN(CC)CCn1c(NCc2ccc(C)o2)nc2ccccc21,9,5,-1,-1.2,-1.7,-2,17,1.1,1.2
COCCN(CCOC)C(=O)CN1C(=O)NC(Cc2c[nH]c3ccccc23)C1=O (configuration not stated),-5,0,6,1.8,-1.8,-1,-6,-2.7,0.7
O=C(NCCS(=O)(=O)N1CCc2ccccc2C1)c1ccccc1,-3,2,-1,-1.9,-2.4,-7,-3,-2.9,0.6
C=CCN(Cc1nc(-c2ccc(OC)c(OC)c2)oc1C)C1CCS(=O)(=O)C1 (configuration not stated),-1,0,-12,-0.7,-0.1,-1,-4,-0.3,/
Cc1oc2cc3oc(=O)c(CC(=O)NCCCC(=O)O)c(C)c3cc2c1C,-2,6,-29,0.1,0.6,7,7,-0.5,0.1
COc1ccccc1CCC(=O)OCC(=O)NC1CCCCC1,-2,1,7,3.3,0.0,1,-3,1.3,-2.9
CCOC(=O)c1cnc2ccc(C(=O)OC)cc2c1Nc1ccc2c(c1)OCCO2,-1,3,-5,0.0,0.4,4,-10,-0.6,-0.9
CC(C)c1ccc(NC(=O)CN2CCN(c3ccccn3)CC2)cc1,-6,2,0,-1.9,-1.2,5,-6,-2.6,-0.1
